# ARNT-TACC3 inh – disruptors of human ARNT/TACC3 interaction; actives 0.66% (n = 390,000); Q9Y6A5; inhibition, % at 9.99 µM; AlphaScreen His-ARNT PAS-B/GST-TACC3 binding, luminescence; TACC3 fragment carries E629A point mutation;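 active = mean inhibition of replicates at least 50% and at least half of replicates each reaching 50%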;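 also: 0% = complete ARNT plus TACC3 wells and 100% = ARNT alone without TACC3; many hits fall short of the cut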
# RAD54 branch – blocks human RAD54 Holliday junction branch migration; actives 0.14% (n = 360,000); AID 602329; inhibition, % at 10.4 µM; FAM/BHQ fluorescence; Q92698;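 active = mean normalized replicate activity at least 40 and at least half of replicates scoring 40 or more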;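 also: 0% = median of neutral control wells and 100% = median of positive control wells; inhibitors cause a drop in the FAM fluorescence signal; in these data hits start at about 50%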
# ERp5 inh – blocks human ERp5 reductase activity on insulin. ERp5 insulin aggregation, absorbance 650 nm, 90 min. inhibition, % at 9.99 µM. actives 0.05% (n = 350,000);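 active = mean replicate inhibition above about 25%, with every replicate also reaching it, limit read from the data, passing the limit was not always enough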
# PglD DTNB – PglD (C. jejuni) enzyme inhibition. purified PglD enzyme, DTNB colorimetric CoA detection. inhibition, % at 12.5 µM. actives 0.098% (n = 360,000). AID 602405; in the data active = inhibition above about 16%, passing the limit was not always enough; also: strong numbers were not always called active
# esBAF inh – SWI/SNF esBAF complex inhibition; mouse ES cells, Bmi1-luciferase knock-in reporter, 24 h; 100% = twice the neutral-well signal; reporter increase, % at 12.5 µM; actives 2% (n = 350,000); AID 602393; in the data active = activation above about 40%;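 also: 0% = median of the plate's neutral control wells and 100% = double that signal; a rise in the Bmi1 reporter signal indicates esBAF inhibition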
# RAD52 inh – inhibitors of human RAD52 DNA annealing | P43351 | recombinant RAD52 DNA annealing, FRET fluorescence | inhibition, % at 18.7 µM | actives 0.46% (n = 360,000) | AID 651710;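 active = every replicate showing at least 50% inhibition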
# Target sequence (P43351 whole entry, looked up): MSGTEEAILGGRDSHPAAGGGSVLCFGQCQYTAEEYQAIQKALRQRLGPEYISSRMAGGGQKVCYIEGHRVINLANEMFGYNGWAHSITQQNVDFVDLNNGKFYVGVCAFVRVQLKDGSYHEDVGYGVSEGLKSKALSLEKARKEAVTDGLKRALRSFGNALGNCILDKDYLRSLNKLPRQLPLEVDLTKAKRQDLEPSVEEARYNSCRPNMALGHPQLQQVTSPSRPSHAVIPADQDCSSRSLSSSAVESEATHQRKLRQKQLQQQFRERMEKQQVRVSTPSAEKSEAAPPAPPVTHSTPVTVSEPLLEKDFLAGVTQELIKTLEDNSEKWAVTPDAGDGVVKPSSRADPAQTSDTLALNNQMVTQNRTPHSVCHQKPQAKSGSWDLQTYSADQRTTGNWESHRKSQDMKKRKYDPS
# E-selectin induc – E-selectin induction on HUVECs. actives 0.37% (n = 260,000). P16581. activation, % at 7.58 µM. HUVEC E-selectin immunofluorescence imaging; normalized: neutral wells 0, TNF-alpha wells 100. AID 686992;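 active = mean E-selectin-positive cell signal at least 10% of the positive control, reached in at least 60% of replicates, without over 20% cell loss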;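 also: in these data hits start at about 27%; measured in HUVEC primary endothelial cells; signal is the percent of cells scored E-selectin positive by PE staining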
# Target sequence (P16581 whole entry, looked up): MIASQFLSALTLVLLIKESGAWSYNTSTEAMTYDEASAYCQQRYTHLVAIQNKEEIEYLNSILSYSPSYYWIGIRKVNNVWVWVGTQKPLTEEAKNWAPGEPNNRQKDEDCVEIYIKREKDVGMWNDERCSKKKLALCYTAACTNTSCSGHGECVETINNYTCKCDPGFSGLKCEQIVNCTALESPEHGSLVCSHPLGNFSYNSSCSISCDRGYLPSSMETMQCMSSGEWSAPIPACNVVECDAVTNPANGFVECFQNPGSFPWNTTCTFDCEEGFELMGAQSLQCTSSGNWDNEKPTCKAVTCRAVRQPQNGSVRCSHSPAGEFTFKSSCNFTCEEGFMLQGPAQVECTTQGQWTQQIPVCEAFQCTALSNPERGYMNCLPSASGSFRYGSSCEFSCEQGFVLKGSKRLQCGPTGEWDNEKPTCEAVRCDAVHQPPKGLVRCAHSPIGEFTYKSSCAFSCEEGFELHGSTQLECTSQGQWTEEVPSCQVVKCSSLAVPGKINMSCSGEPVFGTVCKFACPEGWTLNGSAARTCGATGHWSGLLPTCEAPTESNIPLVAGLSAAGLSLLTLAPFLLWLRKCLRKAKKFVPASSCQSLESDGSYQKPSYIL
#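 Test system – human umbilical vein endothelial cells (HUVEC), E-selectin induction · Input – 3,000 HUVEC seeded per well · Buffer or medium – EGM-2, gelatin · Compound dosing – single-point compound dose · Detection – immunofluorescence imaging · Measure – percent E-selectin-positive cells · Controls – TNF-alpha high, DMSO low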
# CASP6 VEID inh – blocks human caspase-6 cleavage activity | P55212 | purified caspase-6, Z-VEID-R110 cleavage fluorescence | inhibition, % at 12.5 µM | actives 0.53% (n = 350,000) | AID 686996;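 active = mean inhibition across replicates at least about 35%, with every replicate also reaching that limit, limit read from the data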;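 also: 0% = median of neutral control wells and 100% = no fluorescence left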
# The depositor's hits bear a star; . = not tested or not shown.
SMILES,ARNT-TACC3 inh,RAD54 branch,ERp5 inh,PglD DTNB,esBAF inh,RAD52 inh,E-selectin induc,CASP6 VEID inh
O=C(O)Cc1ccc(NC(=O)Nc2ccc(Br)cc2)cc1,-3.6,.,4.0,.,.,0.8,.,1.2
COc1cc2cc[n+](Cc3ccc([N+](=O)[O-])cc3)cc2cc1OC,-1.6,15.2,3.2,-4.1,1.1,11.2,.,-2.3
CCOC(=O)C1(C)CCN1C(=O)c1ccccc1 (centres undefined),.,4.1,-7.1,-1.7,-8.9,-6.8,0.4,-2.6
CC(C)NC(=O)N1[C@H](CNC(=O)CN(C)C)[C@H](c2ccccc2)[C@@H]1CO,-8.2,-2.7,6.5,0.2,-6.7,-10.7,0.0,-6.1
O=C(C[C@H]1C=C[C@@H](NS(=O)(=O)c2ccc(F)cc2)[C@H](CO)O1)NCCc1ccncc1,-6.1,7.0,0.6,0.9,-2.5,-3.5,-0.4,2.4
CNC[C@@H]1Oc2c(NC(=O)Nc3ccc(F)cc3)cccc2C(=O)N([C@@H](C)CO)C[C@@H]1C,.,-9.3,-3.0,2.0,-1.2,-9.6,0.1,3.5
CC1(C2CC2)NC(=O)N(CC(=O)Nc2ccc(OC(F)F)cc2)C1=O (centres undefined),.,-1.6,3.7,-7.4,-12.7,-11.7,3.7,-0.6
CCOc1cc(/C=C(\C#N)C(=O)Nc2cccc(C(=O)O)c2)ccc1OCc1ccccc1Cl,3.4,-11.4,1.3,-4.6,0.3,-21.1,.,.
COc1ccc(-c2noc3c2-c2nc(-c4ccc(Cl)cc4)sc2CC3)cc1,-4.9,8.1,-2.2,5.5,-5.0,-4.9,1.6,-0.7
O=C(OCC(=O)N1CCCC1)c1ccc(OC(F)(F)F)cc1,-20.1,.,2.0,.,.,0.7,1.9,-0.6
CC1CC(C)CN(CCCNC(=O)CN2C(=O)CSc3ccc(S(=O)(=O)N4CCOCC4)cc32)C1 (centres undefined),-4.3,-1.5,4.3,-2.1,5.2,1.7,.,-5.1
C[C@H]1CN([C@@H](C)CO)C(=O)c2cc(N(C)C)ccc2O[C@H]1CN(C)Cc1ccc(C(F)(F)F)cc1,6.4,-3.5,3.9,1.8,-1.6,-3.2,0.0,-0.1
COc1ccccc1-c1ccc2n(c1=O)C[C@@H]1[C@@H](CO)[C@H](C(=O)N[C@H](C)c3ccccc3)[C@H]2N1C,6.1,3.0,10.3,1.5,-2.0,4.2,-0.3,0.9
Cc1c(C(=O)Nc2nccs2)oc2ccc(Br)cc12,6.9,7.9,-2.8,1.7,72.4*,-30.2,0.3,-1.3
O=S(=O)(c1ccccc1Oc1ccc(Cl)cc1Cl)N1CCCCC1,-7.7,.,5.1,.,-5.9,-4.1,-0.1,-1.9
O=C(C[C@H]1C=C[C@H](NC(=O)Cc2cccnc2)[C@@H](CO)O1)Nc1ccc(-c2ccccc2)cc1,.,.,11.1,.,.,2.6,0.5,-0.1
Cc1cc(C)c2c(=O)[nH]c(SCc3ccccc3C)nc2n1,.,-6.8,0.9,2.8,-6.6,-11.8,.,0.0
O=C(N1CCOCC1)N1CCC(n2nnc3cc(F)ccc32)CC1,-5.1,-2.1,.,0.1,-1.0,.,.,.
Cn1c(=O)c2c(nc(OCC3COC(C)(C)O3)n2Cc2ccccc2F)n(C)c1=O (centres undefined),-4.4,-4.2,.,-1.0,0.9,.,.,.
O=C(N[C@@H]1CC[C@H](CCNC(=O)c2cnccn2)O[C@H]1CO)c1ccc2c(c1)OCO2,-2.2,7.4,9.4,-1.4,-4.6,12.2,-0.6,2.0
Oc1ccc(/C=C/c2ccnc3ccccc23)cc1,-4.6,-0.7,.,-4.7,30.3,.,.,.
C/C(NCC(C)(C)CN(C)C)=C(/C#N)C(=O)NCc1ccccc1,-3.3,-6.4,.,-0.6,-6.0,.,.,.
COc1ccccc1CNC(=O)[C@@H](NC(=O)C1CCN(C(=O)[C@@H]2CCCN2C(=O)OC(C)(C)C)CC1)C(C)C,-4.2,-0.4,-1.1,-3.6,1.2,2.3,.,-1.5
CCc1ccc(S(=O)(=O)Nc2cccc(-c3ccc4nncn4n3)c2)s1,38.8,.,-3.7,.,.,-8.0,.,1.0
CC(=O)N(C)C[C@@H]1Oc2cc(C#Cc3cccc(F)c3)ccc2S(=O)(=O)N([C@H](C)CO)C[C@@H]1C,0.5,-13.5,2.3,-1.1,-2.7,8.6,0.2,1.9
CC1=C(C(=O)Nc2ccccc2C)C2(CCCCC2)C(C(N)=O)C(=S)N1 (centres undefined),-4.2,.,-3.0,.,.,-1.7,.,2.9
COc1ccc(OC)c(/C=N\NC(=O)c2ccc(-c3ccccc3)cc2)c1,8.9,11.0,-6.7,-3.0,.,-6.4,0.0,0.2
CCNC(=O)NC(=O)CSc1nnc(-c2c[nH]c3ccccc23)o1,5.7,-0.1,2.7,-1.4,-7.6,-13.9,0.4,4.0
Cc1noc(C)c1S(=O)(=O)N(C)C[C@@H]1OCCCC[C@H](C)Oc2ccc(NC(=O)Cc3ccccc3)cc2C(=O)N([C@H](C)CO)C[C@@H]1C,-6.2,-1.7,0.5,-2.4,-0.7,-32.8,-0.3,3.8
CC(C)(O)C(O)COc1c2ccoc2cc2oc(=O)ccc12 (centres undefined),-3.1,15.1,-1.6,2.7,2.7,0.1,.,-2.0

# Brought forward from above: six compounds, then new ones.
SMILES,ARNT-TACC3 inh,RAD54 branch,ERp5 inh,PglD DTNB,esBAF inh,RAD52 inh,E-selectin induc,CASP6 VEID inh
CC(=O)N(C)C[C@@H]1Oc2cc(C#Cc3cccc(F)c3)ccc2S(=O)(=O)N([C@H](C)CO)C[C@@H]1C,0.5,-13.5,2.3,-1.1,-2.7,8.6,0.2,1.9
CC1=C(C(=O)Nc2ccccc2C)C2(CCCCC2)C(C(N)=O)C(=S)N1 (centres undefined),-4.2,.,-3.0,.,.,-1.7,.,2.9
COc1ccc(OC)c(/C=N\NC(=O)c2ccc(-c3ccccc3)cc2)c1,8.9,11.0,-6.7,-3.0,.,-6.4,0.0,0.2
CCNC(=O)NC(=O)CSc1nnc(-c2c[nH]c3ccccc23)o1,5.7,-0.1,2.7,-1.4,-7.6,-13.9,0.4,4.0
Cc1noc(C)c1S(=O)(=O)N(C)C[C@@H]1OCCCC[C@H](C)Oc2ccc(NC(=O)Cc3ccccc3)cc2C(=O)N([C@H](C)CO)C[C@@H]1C,-6.2,-1.7,0.5,-2.4,-0.7,-32.8,-0.3,3.8
CC(C)(O)C(O)COc1c2ccoc2cc2oc(=O)ccc12 (centres undefined),-3.1,15.1,-1.6,2.7,2.7,0.1,.,-2.0
CCOc1ccc(Cl)cc1-c1cc(C(=O)NCc2ccccc2)[nH]n1,.,5.2,3.1,5.3,-5.0,-7.6,0.7,1.4
Cc1ccc(CCNCc2c(C(=O)O)c(C)n(-c3ccccc3)c2C)cc1,5.2,-7.7,0.1,3.5,5.9,8.7,-0.1,5.8
O=S(=O)(c1ccc(F)cc1)c1nc(-c2ccco2)oc1Nc1ccccc1,1.9,-1.8,-3.0,2.3,38.8,-44.3,0.1,2.3
COc1ccc(NC2CCCN(C(=O)c3ccc(C(C)=O)s3)C2)cc1 (centres undefined),.,8.7,5.5,-0.8,-7.6,-9.1,.,-1.0
CC(=O)N1CCN(Cc2nc3cc(NC(=O)c4cccc(Br)c4)ccc3n2C)CC1,-7.3,3.3,-5.5,0.7,9.1,-2.1,0.1,1.3
Cc1ccc(Sc2oc(/C=N/n3cnnc3)cc2Br)cc1,0.8,-6.2,-8.1,2.5,-4.8,-5.1,.,-1.0
c1ccc(-c2ccc(CN3C[C@@H]4C(c5ccccc5)C5(c6cccnc6)CC4(C5)[C@H]3c3ccccc3)cc2)cc1 (some centres undefined),-3.2,-4.5,-3.9,-0.6,8.1,-39.5,-0.1,-4.7
COCC(=O)N(C)C[C@@H]1Oc2ncc(-c3ccccc3F)cc2C(=O)N([C@H](C)CO)C[C@@H]1C,1.0,11.2,3.8,1.6,-3.1,-10.0,-0.1,4.4
COc1ccccc1C(CNC(=O)c1oc2ccccc2c1C)N1CCCC1 (centres undefined),-6.0,-0.4,6.8,-4.9,-6.2,-20.3,.,-6.0
CC(Sc1nc2ccccc2s1)C(=O)N1CCOCC1 (centres undefined),-4.3,2.7,.,-2.6,23.4,.,.,.
Cc1ccc(C(C(=O)NC2CCCC2)N(Cc2ccc3c(c2)OCO3)C(=O)c2snc(C(N)=O)c2N)cc1 (centres undefined),5.8,-7.0,14.7,1.8,4.0,-10.7,8.3,-1.8
COc1ccc(S(=O)(=O)Nc2ccc(NC(C)=O)cc2)cc1Br,-1.3,.,-2.8,.,.,-13.7,.,1.7
COC(=O)CNC(=O)/C=C/c1ccc(OC)cc1,-2.5,0.1,-2.1,0.7,13.9,-11.0,.,-3.8
Cc1ccc(N(CC(=O)NCc2ccccc2)S(=O)(=O)c2c(C)noc2C)cc1,-2.7,8.1,-1.5,-12.7,-5.9,-2.8,2.6,3.3
CC(=O)Nc1ccc(NC(=O)c2ccc(N(Cc3ccccc3C)S(C)(=O)=O)cc2)cc1,-1.8,.,6.1,.,.,9.9,0.2,4.1
CC(C)c1ccccc1NC(=O)c1cccnc1,-6.6,-12.6,.,6.9,8.4,.,.,.
CCn1c(O)c(C=NCc2ccccc2)sc1=S,-1.3,-8.1,-2.4,-19.1,11.1,-29.8,.,-0.5
O=C(Nc1ccc(O)c2c(=O)cc(-c3ccccc3Cl)oc12)c1ccc(F)cc1,0.6,-0.5,7.9,-2.6,37.9,-26.5,-0.1,0.4
Cc1cccc(OCCn2c(=O)sc3ccccc32)c1,-7.5,1.4,.,-4.2,68.2*,.,.,.
Cn1c(CNC(=O)OC(C)(C)C)nnc1SCC(=O)N1CCOCC1,-9.0,.,1.0,.,.,-10.0,6.5,-3.8
O=[N+]([O-])c1cccc(S(=O)(=O)c2ccc(N3CCCCC3)c([N+](=O)[O-])c2)c1,0.2,0.4,-2.6,0.5,.,-9.3,.,-2.1
COc1ccc(-c2csc(NC(=S)NC(=O)/C=C/c3ccc(C(C)C)cc3)n2)cc1OC,5.2,3.0,2.8,-4.5,-2.0,-8.8,0.0,-0.5
Cn1c(SCC(=O)Nc2sccc2C(N)=O)nnc1-c1ccncc1,33.1,-1.1,0.5,-6.9,.,-20.3,0.3,-2.5
CC1CN(C(=O)COC(=O)c2ccc(Cl)nc2)CC(C)O1 (centres undefined),4.3,.,2.0,.,.,-15.0,0.9,1.0
C[C@H]1CN([C@@H](C)CO)C(=O)Cc2cc(NC(=O)Nc3ccc4c(c3)OCO4)ccc2O[C@@H]1CN(C)S(=O)(=O)c1ccc(F)cc1,.,.,-5.5,.,1.6,19.5,-21.6,1.5
COc1ccccc1C1(O)C(=O)Nc2ccc(C)cc21 (centres undefined),-8.8,-1.0,1.8,-3.0,-7.1,-11.5,-0.2,0.5
C[C@@H]1CN([C@@H](C)CO)C(=O)c2cc(-c3cncnc3)cnc2O[C@H]1CN(C)C(=O)Cc1cccnc1,-4.7,-6.6,-2.1,-0.6,-2.0,9.3,-0.1,0.5
CC1(C)CC(CCNC(=O)CCl)(c2ccccc2)CCO1 (centres undefined),-1.0,-20.4,-5.5,-5.1,-6.1,-9.1,-0.2,-3.1
Cc1cc(C)n(CCCNC(=O)Cn2nnnc2CN2C[C@@H](C)O[C@@H](C)C2)n1,1.4,-2.3,-0.7,-1.1,-4.9,2.5,.,-2.9
COc1cccc(C2C(C(=O)c3ccc(C)o3)=C(O)C(=O)N2CCN2CCOCC2)c1 (centres undefined),14.1,4.4,-5.1,-1.0,.,-3.6,0.3,-8.5
NC(=O)c1nn(-c2ccccc2)nc1NC(=O)CN1CCCCC1,5.5,-5.0,.,4.9,-3.3,.,.,.
CC1Cc2ccccc2N1C(=O)c1ccc2c(c1)OCO2 (centres undefined),.,-4.1,-2.7,0.8,-1.7,-2.1,0.4,-2.9
